HTRA1 inh = inhibitors of human serine peptidase HTRA1; Q92743; recombinant HTRA1, FP-rhodamine activity-based probe, fluorescence polarization; inhibition, % at 5.96 µM; 0.5% of 340,000 active; in the data active means inhibition above about 36%;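 further: 0% = enzyme with DMSO and 100% = wells lacking enzyme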
Target sequence (Q92743 whole entry, looked up): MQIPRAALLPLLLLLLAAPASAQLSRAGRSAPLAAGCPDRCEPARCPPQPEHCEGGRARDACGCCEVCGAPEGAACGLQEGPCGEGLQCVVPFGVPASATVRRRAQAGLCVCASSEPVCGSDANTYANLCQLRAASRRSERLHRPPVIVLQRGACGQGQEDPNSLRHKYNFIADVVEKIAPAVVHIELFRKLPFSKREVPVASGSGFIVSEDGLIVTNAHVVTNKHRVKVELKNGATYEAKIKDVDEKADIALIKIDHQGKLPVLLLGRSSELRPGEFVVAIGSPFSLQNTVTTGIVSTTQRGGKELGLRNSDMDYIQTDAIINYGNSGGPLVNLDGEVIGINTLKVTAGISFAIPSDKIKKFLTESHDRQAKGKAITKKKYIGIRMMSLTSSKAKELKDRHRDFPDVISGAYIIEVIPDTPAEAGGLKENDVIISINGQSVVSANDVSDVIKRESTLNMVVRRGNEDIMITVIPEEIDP
UHRF1 binding = UHRF1 methyl-DNA binding inhibition. Q96T88. 0.75% of 370,000 active. inhibition, % at 4.4 µM. UHRF1 binding to methylated oligo, TR-FRET. AID 687016; in the data active means inhibition above about 21%;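 further: UHRF1 SRA domain binding a hemimethylated CpG hairpin DNA probe; 0% = median of test compound wells and 100% = reference inhibitor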
TCR-CD3 inh = inhibitors of human TCR-CD3 interaction. inhibition, % at 9.4 µM. 0.37% of 360,000 active. AID 651800. TAMRA-labeled TCR probe fluorescence, biochemical; in the data active means inhibition above about 19%;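 further: recombinant mutant TCR 2C K166C tagged with TAMRA read by polarization; 0% = receptor in buffer alone and 100% = receptor with positive control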
PG9 Ab binder = PG9 antibody binding by small molecule | inhibition, % at 6.7 µM | 0.43% of 360,000 active | TR-FRET gp120-PG9 antibody binding | AID 624416; in the data active means inhibition above about 8.5%
ABHD4 inh = ABHD4 (mouse) inhibition, primary FP screen | inhibition, % at 8.92 µM | purified mABHD4, FP-Rh probe fluorescence polarization | 0.54% of 370,000 active | AID 720543;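 active means inhibition exceeding the mean over every tested compound plus 3 SD, cut at about 30% in these data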;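 further: 0% = plate median of compound wells and 100% = S159A mutant with DMSO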
Target sequence (Q8VD66 whole entry, looked up): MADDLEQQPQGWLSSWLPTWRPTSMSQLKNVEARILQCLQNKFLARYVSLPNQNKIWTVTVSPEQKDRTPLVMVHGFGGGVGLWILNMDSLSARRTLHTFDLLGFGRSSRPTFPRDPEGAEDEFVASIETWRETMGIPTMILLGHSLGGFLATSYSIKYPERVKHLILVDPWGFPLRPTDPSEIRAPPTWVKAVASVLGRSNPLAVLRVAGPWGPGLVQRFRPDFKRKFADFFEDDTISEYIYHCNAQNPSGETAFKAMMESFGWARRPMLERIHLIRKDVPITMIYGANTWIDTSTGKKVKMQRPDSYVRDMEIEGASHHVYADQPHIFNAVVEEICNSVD
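System: mouse ABHD4 enzyme, wild type / Medium: HEPES pH 7.0, NaCl, Pluronic buffer / Reagent: FP-Rh activity-based fluorescent probe / Control set: S159A mutant high control, sample median low control / Detection: fluorescence polarization with parallel and perpendicular emission, 525/598 nm / Schedule: 45 min + 60 min at 25 °C / Compound dosing: 8.92 µM, single dose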
MBD2 inh = blocks human MBD2 binding to methylated DNA | Q9UBB5 | inhibition, % at 4.4 µM | TR-FRET, MBD2 binding to methylated oligonucleotide | 0.31% of 370,000 active; in the data active means inhibition above about 13%
PRMT1 inh = PRMT1 (human) inhibition, primary screen; inhibition, % at 2.79 µM; Q99873; recombinant PRMT1, activity-based probe fluorescence polarization; 1.3% of 370,000 active; AID 652257;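 active means inhibition above about 21% made by adding two undisclosed values, limit read from the data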
LEDGF integ inh = blocks HIV-1 LEDGF/p75-dependent DNA integration; TR-FRET IN-LEDGF/p75 DNA integration, Eu/Cy5; inhibition, % at 3.7 µM; 0.64% of 370,000 active; AID 743269;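 active means inhibition above the screen-wide mean plus 3 SD, cut at about 13% in these data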;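 further: signal is the Cy5 over europium emission ratio at 671 and 618 nm; 0% = plate median of compound wells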
NR1D1 modulator = Rev-erb alpha (human) modulation. P20393. Rev-erbα–FITC-DNA binding, fluorescence polarization, 90 min. 0.79% of 370,000 active. AID 1259318. activity, % at 10 µM;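 active means activity above about 14%, limit read from the data; passing the limit was not always enough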;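 further: 0% = DMSO wells with 35 nM protein and 100% = DMSO wells with 750 nM protein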
rCAG RNA binder = molecules binding r(CAG) RNA repeats | r(CAG) RNA repeat, TO-PRO-1 dye displacement fluorescence | 1.3% of 370,000 active | inhibition, % at 3 µM;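 active means inhibition above the plate cutoff, the mean of all test compounds on that plate plus 3 SD, cut at about 35% in these data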;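 further: 0% = DMSO alone and 100% = 100 µM mitoxantrone as full dye displacement; higher means more dye released from RNA so lower well fluorescence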
The depositor's hits bear a star; nt = not tested or not shown.

molecule	rCAG RNA binder	ABHD4 inh	PRMT1 inh	LEDGF integ inh	UHRF1 binding	PG9 Ab binder	HTRA1 inh	MBD2 inh	TCR-CD3 inh	NR1D1 modulator
O=C(Nc1ccccc1Cl)c1cc(C2CCCN(C(=O)c3cccs3)C2)on1 (configuration not stated)	0	-2	-5	-1	-2	-0.8	nt	-3	1	-9
Cn1c(-c2ccccc2)c(/C=N/NC(=O)c2ccc(O)cc2)c2ccccc21	16	-7	6	2	0	-0.2	12	6	-12	1
COc1ccccc1-c1cc(C(=O)N2CCN(c3ccccc3)CC2)no1	2	-15	3	-9	5	-2.9	-12	2	0	1
CCOC(=O)[C@]12CCCC=C1N(Cc1cccc3ccccc13)C(=O)[C@H](CC(=O)NCc1ccc(C)o1)C2	10	-12	2	-4	2	-0.2	nt	3	-5	-3
CCCc1cc(C(=O)Nc2ccccc2C(=O)OC)no1	-1	15	3	-3	-1	-0.2	-1	9	3	1
CC(=O)c1cccc(NC(=O)c2cc3nc(C)cc(C)n3n2)c1	-2	8	0	-3	-1	-0.7	11	0	-1	3
Clc1ccc(OCc2nn3c(-c4ccco4)nnc3s2)c(Cl)c1	3	-3	3	-3	0	2.0	0	-2	-2	-11
O=C(O)c1cccc(S(=O)(=O)Nc2ccc3c(c2)CCC3)c1	11	1	0	-1	-1	-0.2	1	3	-3	3
COc1cc(/C=C(/C#N)C(=O)NCCc2c[nH]c3ccccc23)ccc1OCc1ccccc1F	7	-4	-3	2	7	0.8	8	7	-5	5
O=C(COC(=O)CCc1c[nH]c2ccccc12)NCCc1ccccc1	-7	0	2	-2	0	-1.4	2	-1	9	-2
Cc1cc(C)n(-c2ccc(F)cc2)c(=O)c1C#N	2	2	-3	0	-1	-1.4	3	2	-1	-6
C/C(=N\S(=O)(=O)c1ccc(C)cc1)N(C)C	6	1	6	-1	-1	0.2	-5	2	0	-7
O=C(O)CCCC(=O)N1CCc2cc(S(=O)(=O)N3CCc4ccccc43)ccc21	18	-4	-3	-3	-1	-3.1	-10	-3	2	2
Fc1ccc(Cc2nnc(-c3cccs3)o2)cc1	0	3	-2	2	6	1.3	4	3	5	-6
O=C(O)c1cnn2c(C(F)F)cc(C(F)F)nc12	4	-11	-3	2	6	-0.2	1	-2	-1	1
O=C(NCCCN1CCOCC1)c1ccc2c(c1)N(Cc1ccccc1F)C(=O)c1ccccc1S2=O (configuration not stated)	-4	1	-6	1	-4	0.6	6	2	1	-1

Record cards (already shown). Order of screens: rCAG RNA binder	ABHD4 inh	PRMT1 inh	LEDGF integ inh	UHRF1 binding	PG9 Ab binder	HTRA1 inh	MBD2 inh	TCR-CD3 inh	NR1D1 modulator
Fc1ccc(Cc2nnc(-c3cccs3)o2)cc1 is entered as 0	3	-2	2	6	1.3	4	3	5	-6
C/C(=N\S(=O)(=O)c1ccc(C)cc1)N(C)C is entered as 6	1	6	-1	-1	0.2	-5	2	0	-7

Carrying on:
molecule	rCAG RNA binder	ABHD4 inh	PRMT1 inh	LEDGF integ inh	UHRF1 binding	PG9 Ab binder	HTRA1 inh	MBD2 inh	TCR-CD3 inh	NR1D1 modulator
N#Cc1nc(-c2cccs2)oc1NCCN1CCOCC1	-4	0	-6	4	-3	2.1	12	-7	-4	1
O=C(O)CCN1C(=O)c2ccc(NC(=O)CSCc3ccccc3)cc2C1=O	7	0	-2	0	-4	-1.3	3	-1	3	2
Cc1cc(Nc2ccc(N(C)C)cc2)n2ncnc2n1	-2	-11	6	-6	4	-4.3	2	6	-4	-7
COc1ccc(/C=C2\SC(=S)N(CCC(=O)N3CCOCC3)C2=O)cc1OC	1	-7	3	1	1	-1.3	1	4	0	-6
COC(=O)CN(C#N)c1nc(OC)nc(N(C)C)n1	1	1	0	-1	-2	-0.1	-2	2	4	-1
COc1ccc(NC(=O)CSc2nc3c(c(=O)n2-c2ccccc2OC)SCC3)cc1	6	-11	-3	6	0	1.4	0	-9	2	2
Cc1ccc(F)c(S(=O)(=O)NC(=O)C2(C)CCN2C(=O)Cc2cc(F)ccc2F)c1 (configuration not stated)	3	11	-1	-4	4	-1.2	nt	5	-5	-5
COc1ccc(NC(=O)CCNS(=O)(=O)c2cccc3nonc23)cc1Cl	2	15	7	-5	-1	0.8	-3	6	-5	-2
CCN(CC(=O)Nc1ccccc1C(F)(F)F)C(=O)c1cc(-c2cccs2)nn1-c1ccccc1	0	3	2	-1	1	-0.3	-9	-2	5	13
Cc1ccc(C23CC4CC(CC(C(N)=O)(C4)C2)C3)cc1	-6	-1	0	-4	0	-0.8	-1	5	-9	-1
CSc1cccc(NC(=S)NCCCO)c1	0	-7	4	-3	-3	-0.6	4	-1	4	-4
CN(C)c1nc(N)nc2c1ncn2C1OC(CO)CC1O (configuration not stated)	2	-6	1	1	-1	0.1	nt	-3	2	-6
Cc1ccc(NC(=O)C2C(c3ccccc3)C=CC(c3ccccc3)C2C(=O)O)cc1 (configuration not stated)	33	-5	2	-1	0	-3.6	-12	1	-4	0
Cc1cc(OCC(=O)NCc2ccncc2)c2c(C)c(C)c(=O)oc2c1	0	-3	2	0	-2	1.8	6	-5	0	2
Cc1ccc(Cn2ncc3c(N4CCOCC4)ncnc32)cc1	-3	-2	0	-1	-1	0.8	4	3	3	3
COc1ccc(/C=N\NC(=O)/C(=C\Nc2nccc(C)n2)NC(=O)c2ccccc2)cc1	7	14	0	-1	-8	0.6	-8	0	-2	2

Some values from the entries so far:
`COC(=O)CN(C#N)c1nc(OC)nc(N(C)C)n1` in ABHD4 inh → 1
`Cc1ccc(C23CC4CC(CC(C(N)=O)(C4)C2)C3)cc1` in rCAG RNA binder → -6

Next section.
molecule	rCAG RNA binder	ABHD4 inh	PRMT1 inh	LEDGF integ inh	UHRF1 binding	PG9 Ab binder	HTRA1 inh	MBD2 inh	TCR-CD3 inh	NR1D1 modulator
O=C1C=C(c2ccc(-c3ccccc3)c(F)c2)C[C@@H](c2ccc3c(c2)OCO3)C1	5	0	-2	2	0	-4.2	-6	-6	1	-2
Cc1cc(C(=O)CSc2nnc(N)s2)c(C)n1-c1c(C)n(C)n(-c2ccccc2)c1=O	2	4	3	0	2	-0.6	6	1	-4	-6
CCOC(=O)c1ccc(NC(=S)P(=O)(c2ccccc2)c2ccccc2)cc1	15	-4	-1	5	-1	-1.6	1	0	-3	10
CCOC(=O)N1CCN(C(=O)Cn2cnc3ccccc3c2=O)CC1	-5	0	-3	3	-2	-0.3	3	-4	1	3
CCOC(=O)N1CCN(C(=O)CCC(=O)c2ccc(OCC)cc2)CC1	-1	2	-2	-3	1	0.9	-5	-2	-7	1
O=C(c1ccc(Cl)c(Cl)c1)c1cnc(Nc2ccccc2)s1	3	0	0	2	1	-0.6	-3	2	-2	0
COc1cccc(OCCCCCN2CCOCC2)c1	-2	-1	2	-2	2	0.3	-4	3	1	-4
COc1cc(NS(=O)(=O)c2ccc(NS(=O)(=O)c3ccc(NC(C)=O)cc3)cc2)nc(OC)n1	6	-4	1	-5	-1	-0.3	4	2	0	3
Cc1ccc(S(=O)(=O)NC(C)(C)C)cc1C(=O)OCC(=O)N1CCCC1=O	-4	-2	1	1	-1	-1.4	0	0	4	6
C#CCOCCOCCOCCNc1nc(N2CCN(C(=O)[C@H](CC(N)=O)n3cc(C(N)[C@@H](C)CC)nn3)CC2)nc(N2CCN(C(=O)[C@H](CCC(=O)O)n3cc([C@@H](N)CCCCN)nn3)CC2)n1 (some centres not stated)	-3	8	5	0	6	-0.1	2	2	-1	0
COc1cc(S(=O)(=O)NCc2ccccc2)ccc1Br	-2	-6	0	1	0	0.1	-5	-1	2	-3
COc1cccc(CNC(=O)CCC2CCCN(c3cc(C)nc(N(C)C)n3)C2)c1 (configuration not stated)	-10	0	-2	3	-1	-1.2	0	0	-5	4
CCn1cc(CNCc2cn(C)nc2-c2ccc(C3CCCCC3)cc2)cn1	-6	2	0	1	-1	-0.7	-3	-3	-7	-4
CCn1cc([C@@H]2C[C@H]3CN(Cc4cccc(Cl)c4)C(=O)[C@]34CCCN24)c(C)n1	-7	-5	-3	-3	2	-0.2	1	-3	7	-3
COc1ccc(S(=O)(=O)NCCN2CCOCC2)c2ccccc12	1	5	0	-2	2	1.4	-5	-4	3	-3
Cc1cc(C)n(C(CC(=O)O)C(=O)O)n1 (configuration not stated)	3	6	-1	0	1	-1.4	4	-6	1	-6
CCn1ccc(C(=O)Nc2ncc(C)s2)n1	-2	0	4	-8	2	-3.3	1	2	-10	5
Cn1c(SCC(=O)c2ccc3c(c2)NC(=O)CO3)nc2ccccc21	13	0	9	6	6	7.9	-10	7	-3	36*
CCOc1cc(CNc2ccc(N3CCCC3)cc2)cc(Cl)c1OC	13	28	9	3	-6	-2.6	55*	0	-1	1
CCOc1ccccc1N(CC(=O)Nc1ccc(S(=O)(=O)N2CCOCC2)cc1)S(C)(=O)=O	0	-1	-4	2	0	-3.7	0	1	9	-7
O=C(CCC1CCCCC1)NC1=NCCS1	1	4	4	-5	5	-1.2	-1	0	-1	1
CN(CCC1CCOCC1)C(=O)C1CCC(=O)N(CCc2ccc(Cl)cc2)C1 (configuration not stated)	-4	-4	-3	-4	2	-2.6	3	-5	-4	0
CN(C)S(=O)(=O)N1CCC(CO)(Cc2cccc(C(F)(F)F)c2)CC1	-7	-7	-3	32*	-2	-1.9	6	-3	7	4
Cc1ccc2nc(-c3ccc(F)cc3)c(Cc3ccccn3)n2c1	1	5	10	-4	15	-2.5	nt	8	-3	1
CCOC(=O)CC1COCCN1Cc1cn[nH]c1-c1ccc2c(c1)OCO2 (configuration not stated)	-3	-2	-5	1	1	-0.6	4	-3	5	-3
CCC(C)NC(=O)c1cc2cc3ccc(OC)cc3nc2o1 (configuration not stated)	-6	4	2	-3	-4	0.3	-7	1	-5	2
Cc1ccccc1C(=O)N1CCC[C@@H]1C(=O)N1CCC[C@H]1C(=O)NCc1ccncc1	0	0	0	2	-1	-3.0	nt	6	-8	-4
C=CCNc1scc(-c2ccccc2)[n+]1CC=C	-4	-1	-2	4	6	1.9	3	3	-4	-3
N#CCCn1cc(C(=O)Nc2cccc(C(=O)O)c2)c(-c2ccc(Cl)cc2)n1	9	-13	-2	3	0	-2.9	0	-2	-3	4
COc1ccc(OC)c(Nc2ncnc3c2cnn3-c2cccc(C)c2)c1	0	-1	4	2	1	1.1	-39	-3	0	4
CCCCN(C(=O)c1c(-c2ccccc2)noc1C)c1c(N)n(CCC)c(=O)[nH]c1=O	2	1	1	2	0	2.0	0	-7	0	2
COc1ccccc1NC(=O)Nc1ncccc1C	-2	-1	-2	2	-3	-0.6	-16	-4	7	-2
O=C(N1CCCCCC1)N1CCN(S(=O)(=O)c2ccccc2)CC1	-5	-4	-1	3	1	2.7	-2	-3	-3	-5
Cc1cccc(NC(=O)CN2C(=O)COc3ccc(Cl)cc32)c1	0	-1	-2	1	0	-0.6	-42	1	-6	-2
O=C(O)c1ccccc1SCC(=O)N1CCc2ccccc21	-4	2	3	-4	2	-2.2	-1	6	-6	0
CC(=O)Nc1ccc(S(=O)(=O)N(C)S(=O)(=O)c2ccc(F)cc2)cc1	-2	-4	-1	2	-3	-1.2	1	1	5	-4
CN(C)CCCN(CCCN(C)C)C(=S)Nc1ccc(S(=O)(=O)N2CCOCC2)cc1	-2	-5	-5	7	-1	0.6	2	-3	-1	-7
O=C1N=C(N2CCC(Cc3ccccc3)CC2)S/C1=C/c1cn[nH]c1-c1ccccc1	10	-6	5	-1	3	1.5	-71	-1	-2	-2

Assay outcomes (PubChem)

This is a subset, so the mix of outcomes need not match the whole.
